# STK33 inh = human STK33 kinase inhibition; hit rate 0.073% among 320,000; AID 2661; purified STK33, MBP phosphorylation, ADP-Glo luminescence; Q9BYT3; inhibition, % at 10 µM;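 active means inhibition at or above 25%, using the most active replicate where run in duplicate; inactive means inhibition below 25%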
# KCNQ2 inh = KCNQ2 channel blockers in CHO-K1 cells – cell-based, FluxOR thallium flux, B-score, primary screen (AID 2156); B-score at 10 µM; hit rate 1.1% among 310,000; 20 min; stronger effect = lower value; O88943;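 active means fluorescence ratio B-score at most minus 3 library SDs, with starting brightness B-score within 2 library SDs, cut at about -5.5 in these data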
# Target sequence (O88943 whole entry, looked up): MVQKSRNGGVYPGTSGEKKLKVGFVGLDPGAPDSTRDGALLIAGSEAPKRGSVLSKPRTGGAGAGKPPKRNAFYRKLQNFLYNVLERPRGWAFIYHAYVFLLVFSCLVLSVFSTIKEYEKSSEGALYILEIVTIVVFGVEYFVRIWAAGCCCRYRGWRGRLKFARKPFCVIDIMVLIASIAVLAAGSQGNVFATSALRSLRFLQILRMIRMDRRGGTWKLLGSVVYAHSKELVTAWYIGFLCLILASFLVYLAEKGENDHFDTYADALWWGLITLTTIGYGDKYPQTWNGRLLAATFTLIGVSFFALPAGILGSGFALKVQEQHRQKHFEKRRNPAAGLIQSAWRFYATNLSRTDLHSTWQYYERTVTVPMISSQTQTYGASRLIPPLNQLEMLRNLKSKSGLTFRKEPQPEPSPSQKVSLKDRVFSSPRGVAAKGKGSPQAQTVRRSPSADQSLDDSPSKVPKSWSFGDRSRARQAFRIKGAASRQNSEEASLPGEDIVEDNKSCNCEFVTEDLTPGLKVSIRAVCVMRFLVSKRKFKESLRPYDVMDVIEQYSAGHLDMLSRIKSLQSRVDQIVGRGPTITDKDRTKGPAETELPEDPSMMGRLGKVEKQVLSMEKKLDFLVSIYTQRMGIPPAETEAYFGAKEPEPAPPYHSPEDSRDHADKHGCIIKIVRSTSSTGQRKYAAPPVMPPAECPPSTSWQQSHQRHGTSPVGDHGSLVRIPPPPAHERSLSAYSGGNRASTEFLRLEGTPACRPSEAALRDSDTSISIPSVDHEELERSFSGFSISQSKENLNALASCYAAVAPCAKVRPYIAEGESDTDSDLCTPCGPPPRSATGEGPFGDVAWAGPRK
# OX1R antag = blocks the human orexin 1 receptor; inhibition, % at 6.6 µM; hit rate 1.8% among 330,000; AID 485270; OX1R-expressing cells, FRET antagonist read-out; O43613; in the data active means inhibition mostly above about 38%, no sharp cut-off; inactive means mostly below about 40%;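 further: 0% = agonist challenge alone and 100% = reference antagonist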
# The depositor's hits bear a star; i = inactive; . = no result given.
STK33 inh,KCNQ2 inh,SMILES,OX1R antag
0.1,i,COc1ccc(C2C(C#N)=C(N)Oc3cc(O)ccc32)cc1OC (stereo not given),7
-0.9,i,Cc1ccc(CN(Cc2ccco2)C(=O)c2ccco2)cc1,22
-1.3,i,CCC(c1nnc(SCC(=O)Nc2cccc(S(N)(=O)=O)c2)n1-c1ccc(OC)cc1)N(C)C (stereo not given),31
0.0,i,CCCCc1n[nH]c(=S)n1Cc1ccc(C)cc1,12
-0.2,i,C[C@@H]1C[C@H]2[C@@H]3C[C@H](F)C4=CC(=O)C=C[C@]4(C)[C@@]3(F)[C@@H](O)C[C@]2(C)[C@@]1(O)C(=O)CO,16
-1.8,i,CC(Sc1ncc(C#N)c(N)n1)C(=O)Nc1ccccc1 (stereo not given),13
-0.8,i,C=CCOc1ccc(NC(=O)C(=O)NCCCn2ccnc2)cc1,10
-0.3,i,Cc1cc(=O)[nH]c(SCC(=O)c2ccc(C)c(C)c2)n1,4
-3.9,i,Cc1ccc(OCC(=O)N2N=C(c3ccncc3)CC2(O)C(F)(F)F)cc1C (stereo not given),17
-0.2,i,C=CCn1c(SCC(=O)N(C)C2CCS(=O)(=O)C2)nnc1-c1ccncc1 (stereo not given),23

# One compound at a time (already shown):
# C=CCOc1ccc(NC(=O)C(=O)NCCCn2ccnc2)cc1 is entered as STK33 inh: -0.8; KCNQ2 inh: i; OX1R antag: 10
# C=CCn1c(SCC(=O)N(C)C2CCS(=O)(=O)C2)nnc1-c1ccncc1 (stereo not given) is entered as STK33 inh: -0.2; KCNQ2 inh: i; OX1R antag: 23

# Continuation.
STK33 inh,KCNQ2 inh,SMILES,OX1R antag
-0.7,i,CCOC(=O)c1nc2sc(C)c(C)c2c(=O)[nH]1,25
0.2,i,O=C(CSc1ccc(-c2ccco2)nn1)NCc1ccccc1,10
-0.8,i,CCCc1cc(C(=O)Nc2ccccc2SC)no1,8
0.5,i,O=C1CN(C(=O)COC(=O)c2cccc(S(=O)(=O)NCc3ccccc3)c2)c2ccccc2N1,3
-1.2,i,CCOC(=O)C1(Cc2ccc(OC)cc2)CCN(C(=O)c2cc(C)on2)CC1,5
-1.0,i,O=C(Cn1nc(C(F)F)cc1C(F)F)NNC(=S)Nc1ccc(Cl)cc1,3
2.9,-8.7*,CC(SC1=Nc2ccccc2C2CC=NN12)C(=O)NC1(C#N)CCCCC1 (stereo not given),14
0.4,.,Cc1ccc(NC(=O)C2CC2)cc1S(=O)(=O)N1CCOCC1,5
-1.1,i,CC(C)CC1(C)NC(=O)N(Cc2cc([N+](=O)[O-])cc3c2OCOC3)C1=O (stereo not given),14
0.1,i,CC1CCCCN1S(=O)(=O)c1ccc(C(=O)Nc2nnc(-c3ccccn3)o2)cc1 (stereo not given),12
0.2,i,O=C(Nc1ccc(O)c(-c2nc3ccccc3o2)c1)C1(c2ccccc2)CCCC1,18
-1.1,i,O=C(NCCc1ccc(Cl)cc1)C1CCCO1 (stereo not given),5
-1.9,i,CN(CC(=O)Nc1ccc(N2CCOCC2)cc1)CC(=O)Nc1ccc(C(F)(F)F)cc1,21
1.4,i,COc1ccc(NC(=O)CN(C)S(=O)(=O)c2ccc(Cl)cc2)c([N+](=O)[O-])c1,4
0.9,i,COc1ccc(N2CCN(Cc3cc4c(cc3Br)OCCO4)CC2)cc1,-3
-0.9,i,CC(=O)c1ccc(S(=O)(=O)Nc2ccc(-c3cn4c(n3)SCC4)cc2)cc1,11
-1.1,i,CCNC(=O)C1CCCN(c2nc(C)cc(C)n2)C1 (stereo not given),33
-0.1,i,Cn1c(=O)c([N+](=O)[O-])c(NCCc2ccccc2)c2ccccc21,47
0.1,.,O=C(COC(=O)c1ccccc1)NC12CC3CC(CC(C3)C1)C2,-4
-1.7,i,O=C(Nc1ccc(N2CCOCC2)cc1)Nc1ccc2nsnc2c1,54
0.2,i,COc1ccc(NC(=O)CSc2nnc(-c3ccccc3)n2N)cc1,8
-1.4,i,CCn1ncc(C2=NOC(C(=O)NCc3ccc(OC)cc3)C2)c1C (stereo not given),14
0.3,.,O=C(CN1C(=O)NC2(CCCCC2)C1=O)N1CCN(C(=O)c2cccs2)CC1,12
-0.8,i,CN(C(=O)CC(=O)Nc1ccc(Cl)c(Cl)c1)c1ccccc1,28
0.0,i,Cc1[nH]c(=O)[nH]c(=O)c1S(=O)(=O)N1CCCC(C(=O)NCc2ccco2)C1 (stereo not given),-8
-0.5,i,C[C@H](N)c1nnc(SCC(N)=O)o1,4
1.4,i,CCCCN(CC)S(=O)(=O)c1c(C)[nH]c(=O)[nH]c1=O,20
0.0,i,CCOc1ccc(S(=O)(=O)N2CCC(C(=O)NCCc3ccc(S(N)(=O)=O)cc3)CC2)cc1,0
1.7,i,Cc1cc(NC(=O)CSc2nnc(CNC(=O)c3c(F)cccc3F)o2)no1,23
-1.1,i,CCN(CC)c1ccc(NC(=O)CN2CCN(c3ccccc3F)CC2)cc1,25
-1.0,i,CCCCn1nnnc1NCc1cccc(OC)c1OC,-2
-1.2,i,COC(=O)C1(C)NC(c2ccc(C)cc2)C2C(=O)N(c3ccc(F)cc3)C(=O)C21 (stereo not given),9
-4.9,i,O=C(c1cc(COc2ccc(F)cc2Cl)on1)N(Cc1ccncc1)CC1CCCO1 (stereo not given),15
-0.4,i,Cc1ccc(S(=O)(=O)N2CCOCC2)cc1C(=O)Nc1ccc(C(N)=O)cc1,-5
-1.1,i,Cc1nnc2ccc(-c3ccc(NS(C)(=O)=O)cc3)nn12,20
-0.4,.,COc1cccc(NC(=O)CSc2cccc[n+]2[O-])c1,2
0.7,.,O=C(COc1ccc(Cl)c2cccnc12)N1CCOCC1,5
-0.9,.,O=C(CCNC(=O)c1ccc(Cl)cc1)NC1CCCc2ccccc21 (stereo not given),9
0.0,i,Cc1ccc(C(=O)N2CCN(c3ccccn3)CC2)cc1C,18
-0.5,i,O=C(COC(=O)Cc1ccc(F)cc1)Nc1ccc2[nH]c(=O)[nH]c2c1,17
-1.3,i,CC(=O)Nc1ccc(-c2csc(Nc3ccccn3)n2)cc1,28
-2.0,i,Cc1cccc(Cn2c(=O)n(CCCC(=O)NCc3ccco3)c(=O)c3ccccc32)c1,30
-1.0,i,CCn1c(SCC(=O)Nc2c(C)n(C)n(-c3ccccc3)c2=O)nnc1-c1cccc(C)c1,0
0.7,i,O=C(NC1CCCN(Cc2ccc(Cl)cc2)C1)c1ccoc1 (stereo not given),30
0.5,i,COc1ccc(-c2c(C)c3ccc(O)cc3oc2=O)cc1OC,5
-0.1,.,COc1ccccc1CN(C)C(=O)CN1CCN(CC(=O)Nc2ccccc2Cl)CC1,6
-0.7,i,COc1ccc(NS(=O)(=O)c2ccc3c(c2)CCO3)cc1,7
-0.9,i,CCNc1ccc(C(=O)Nc2ccc3nc(C)sc3c2)cc1[N+](=O)[O-],60*
-1.2,i,Cn1cccc1C(=O)N1CCN(c2cccc(C(F)(F)F)c2)CC1,2
0.1,i,O=C(NCCN1CCOCC1)c1csc2c1CCCC2,8

# Additional compounds
STK33 inh,KCNQ2 inh,SMILES,OX1R antag
-0.4,i,CN(CC(=O)Nc1ccccc1C(F)(F)F)C(=O)CSCc1ccccc1,18
1.6,i,CCc1nn(C(C)C(=O)N2CCc3ccccc3C2)c(=O)c2cc3occc3n12 (stereo not given),11
0.1,i,CCOC(=O)Cc1nnc(NC(=O)CSc2ccc(C)cc2)s1,5
-0.6,i,CCOc1ccccc1/C=N/Nc1ccc(Cl)nn1,5
-0.1,i,C/C(CC(=O)Nc1cc(C)ccn1)=N\NC(=O)c1ccc(C)cc1,11
-1.7,i,NS(=O)(=O)c1cc(C(=O)N2CCc3ccccc32)c(Cl)cc1Cl,9
0.9,i,CC(C)(C)c1ccc(OCc2ccc(C(=O)NCc3cccnc3)o2)cc1,8
-1.4,i,CCN1C(=O)N[C@H](c2ccc(Br)cc2)C(C(=O)OC)=C1C,3
1.1,i,CC(=O)Nc1ccc(NC(=O)c2ccc3c(c2)CCN3S(C)(=O)=O)cc1,4
0.4,i,CC1=NN(c2ccc(Cl)cc2)C(=O)C1C(c1ccccc1O)c1c(C)[nH]n(-c2ccc(Cl)cc2)c1=O (stereo not given),45

# Some of these compounds in order of the OX1R antag value, low to high:
STK33 inh,KCNQ2 inh,SMILES,OX1R antag
0.1,i,CCOC(=O)Cc1nnc(NC(=O)CSc2ccc(C)cc2)s1,5
-1.7,i,NS(=O)(=O)c1cc(C(=O)N2CCc3ccccc32)c(Cl)cc1Cl,9
1.6,i,CCc1nn(C(C)C(=O)N2CCc3ccccc3C2)c(=O)c2cc3occc3n12 (stereo not given),11
0.4,i,CC1=NN(c2ccc(Cl)cc2)C(=O)C1C(c1ccccc1O)c1c(C)[nH]n(-c2ccc(Cl)cc2)c1=O (stereo not given),45

# Next part
STK33 inh,KCNQ2 inh,SMILES,OX1R antag
0.0,i,COc1ccc(OC)c(-c2cc(C(=O)N/N=C/c3cc(OC)c(OC)cc3OC)c3ccccc3n2)c1,2
-1.1,i,COc1ccccc1CNC(=O)c1cc(C(C)=O)c[nH]1,4
-0.1,i,CCOC(=O)C1=C(C)OC(N)=C(C#N)C1c1ccc(OC)c(CSc2ccccn2)c1 (stereo not given),10
0.2,i,CC(C)n1c(C(=O)OCC(=O)NCc2ccc3c(c2)OCO3)cc2sccc21,22
-2.4,i,O=C1CCCCCN1C(=O)c1ccc(C(=O)N2CCCCCC2=O)cc1,12
8.8,i,CC(=O)Nc1cccc(/C(C)=N/NC(=O)c2cccs2)c1,12
-1.6,i,Cc1ccc(-n2c(=O)c3sccc3n(CC(=O)NCc3ccco3)c2=O)cc1,1
-0.6,i,COCCCNCCCCOc1c(Cl)cc(C)cc1Br,2
-0.6,i,Cc1cc(Cl)cc(C)c1OCCOCCNCc1ccccc1,-5
-1.1,.,CCc1noc(C)c1C(=O)OCC(=O)Nc1nc(-c2ccc(F)c(F)c2)cs1,21

# Looked up above:
# `CCN(CC)c1ccc(NC(=O)CN2CCN(c3ccccc3F)CC2)cc1` @ STK33 inh = -1.1
# `CCN1C(=O)N[C@H](c2ccc(Br)cc2)C(C(=O)OC)=C1C` @ STK33 inh = -1.4
# `CCOC(=O)C1(Cc2ccc(OC)cc2)CCN(C(=O)c2cc(C)on2)CC1` @ STK33 inh = -1.2
# `Cn1c(=O)c([N+](=O)[O-])c(NCCc2ccccc2)c2ccccc21` @ OX1R antag = 47

# More results:
STK33 inh,KCNQ2 inh,SMILES,OX1R antag
-1.3,i,COc1ccccc1OCc1nc(C#N)c(N2CCC(C(N)=O)CC2)o1,15
-0.4,i,Cc1ccccc1CN1C(=O)c2ccccc2Sc2ccc(C(=O)O)cc21,9
-1.2,i,CS/C(=N\S(=O)(=O)c1cccs1)Nc1ccc(F)cc1,6
-0.5,i,O=C(N/N=C/c1ccc(N2CCOCC2)o1)c1ccccc1[N+](=O)[O-],17
-0.8,.,COc1cc(/C=C/C(=O)OCC(=O)NCC(=O)Nc2cccc(C)c2C)ccc1OC(F)F,4
0.9,i,CCn1nnnc1-c1ccc(OC)c(S(=O)(=O)Nc2ccc(S(N)(=O)=O)cc2)c1,28
-2.4,i,O=C(O)C1CC=CCC1C(=O)NCc1cn2ccccc2n1 (stereo not given),-3
-1.3,i,O=C(N/N=C/c1ccncc1)c1ccc(-n2cccc2)cc1,5
-0.6,.,CC(=O)c1c(C)[nH]c(C(=O)COC(=O)c2ccc(C)s2)c1C,12
-1.2,.,COc1ccccc1C(=O)NC(=O)COC(=O)c1oc2ccccc2c1C,6
-0.5,i,CN(/N=C/c1ccc(N(C)C)cc1)C1=NS(=O)(=O)c2ccccc21,-1
1.1,i,COCCCNC(=O)CC1Oc2ccccc2NC1=O (stereo not given),10
-2.5,i,Cc1ccc(NC(=O)c2cnn(-c3ccccc3)c2NC(=O)c2ccco2)cc1C,36
-0.8,i,Cc1ccc(S(=O)(=O)c2nnn(-c3cccc(F)c3)c2N)cc1,12
-1.2,i,COC(=O)c1ccc(Oc2cc(C)nc(NCc3ccccc3)n2)cc1,35
-4.2,i,Cc1cccc(C)c1NC(=S)N/N=C1\CC2CC=CC12 (stereo not given),9
-1.4,.,COc1ccc(NC(=O)N(C)C[C@H]2Oc3ccc(NC(=O)CCN4CCOCC4)cc3C(=O)N([C@@H](C)CO)C[C@H]2C)cc1,7
0.3,i,COC(=O)c1cc(S(=O)(=O)N2CCN(c3cccc(Cl)c3)CC2)c[nH]1,11
0.8,i,O=C(Cn1ncc2c3ccccc3n(Cc3ccccc3)c2c1=O)N1CCN(c2ccccn2)CC1,19
-0.2,i,CNCCCOc1ccc(Cl)cc1C(C)(C)C,11
-0.9,i,COc1cc(C(=O)O)ccc1OCC(=O)N1CCOCC1,17
0.3,i,CCN(CC1CCCN(CCc2cccc(F)c2)C1)C(=O)c1cc(C)oc1C (stereo not given),16
-0.5,i,Cc1ccccc1-c1nc2sc(C)c(C)c2c(=O)o1,2
-1.0,i,C/C(=N/NC(=O)CC1N=C(Cc2ccccc2)NNC1=O)c1cccnc1 (stereo not given),24
0.6,i,O=C(Nc1ccccc1C(=O)NCc1cccnc1)c1cccc([N+](=O)[O-])c1,5
-0.7,i,C=CCSc1nnc(NC(=O)c2ccc(NC(C)=O)cc2)s1,5
0.6,i,Nc1ccc(-c2nnn(Cc3ccccc3F)n2)cc1,12
0.2,i,COc1ccc(OC)c(-n2c(-c3cnccn3)n[nH]c2=S)c1,10
-1.3,i,O=C(Nc1ccc(S(=O)(=O)N2CCOCC2)cc1)c1ccc2c(c1)S(=O)(=O)c1ccccc1C2=O,22
-2.0,i,CC(NC(=O)C1CCCN(S(=O)(=O)c2cccc3nonc23)C1)c1ccccc1 (stereo not given),22
-0.1,i,Cc1ccc(S(=O)(=O)NCc2cccnc2)cc1C(=O)N1CCCC1,8
1.5,-6.2*,Cc1ccc(NC(=S)N(Cc2ccco2)C(C)c2cccs2)c(Cl)c1 (stereo not given),8
-1.0,i,NC(=O)C1CCCN(CCc2ccccc2)C1 (stereo not given),9
